HepG2 viability = qHTS for Inhibitors of TGF-b: Cytotox Counterscreen; HepG2 CAGA-GFP viability, ATP luminescence, 18 h; Potency, µM (doses to about 46.1 µM), inactives show at the top dose activity change, negative = cytotoxicity, most hits filed as cytotoxic; actives 0.76% (n = 410,000); AID 588856, 2011; also: potency is read from the fitted curve at half-maximal effect; some results filed as inactive show a strong effect at the top dose
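HepG2 CAGA-GFP cells (1000/well, DMEM with 1% FBS) received compound, then TGF-beta at 500 pg/mL final, and were incubated 18 hours at 37 degrees C. Viability was read by CellTiter-Glo luminescence. Media-only wells were set as complete cell-killing and DMSO as no toxicity.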
CCT chaperon mod = High-Throughput Screening for Modulators of Cytosolic Chaperonin Activity; activity change, % (test concentration not listed), hits read low; AID 651819, 2012; actives 0.3% (n = 360,000); purified chaperonin ATPase assay, HTRF ADP detection, 30 min; in the data active = activity change below about -30%; also: % is scaled to controls: 0 for no effect and ±100 for the full control effect
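We incubate TRiC, 40 or 20 nM final, with library compounds at 76 uM and 10 uM ATP for 30 min at 37 °C. ADP formed is detected with Transcreener HTRF reagents after 30 min at room temperature.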
Abeta rescue = qHTS for compounds that reverse cellular toxicity of Amyloid beta (A-beta) peptide in yeast: Primary Screen; actives 0.063% (n = 410,000); yeast expressing A-beta42, growth rescue, OD600, 48 h; response scale: 0% DMSO, 100% iron-clioquinol control; Potency, µM (doses to about 46.1 µM), for inactives: top-dose growth rescue, most hits filed as activators; also: potency is read from the fitted curve at half-maximal effect; nearly all actives have a fitted effect of over 55% in size
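Growth rescue measured by 600 nm absorbance after 48 h yeast culture at 30 C with compound. Values normalized between DMSO and an equimolar ferric chloride plus clioquinol control.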
pAkt inh = HTS Assay for Inhibitors of Akt Phophorylation: Primary Screen; Neuro2A IGF-stimulated pAkt S473 HTRF, 20 min; stronger effect = lower value; activity change, % for hits at 50 µM; actives 0.32% (n = 360,000); AID 651550, 2012; in the data active = activity change below about -80%; inconclusive = mostly about -51% to -80%; also: % is scaled to controls: 0 for no effect and ±100 for the full control effect
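Single-point screen (50 µM final compound) in Neuro2A cells stimulated 20 min with 6 nM IGF at 37 deg C. After lysis, Ser473-phosphorylated Akt read by HTRF (ex 330 nm, em 615/665 nm) as the 665/615 ratio.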
TGFb SMAD3 inh = qHTS for Inhibitors of TGF-b | actives 1.2% (n = 410,000) | HepG2 CAGA-GFP TGF-b/SMAD3 reporter, GFP fluorescence, 18 h; TGF-beta stimulated, 500 pg/mL final | Potency, µM (titrated, usually from 46.1 µM), for inactives: at the top dose activity, negative = inhibition, usual class: inhibitors | AID 588855, 2011; also: potency is read from the fitted curve at half-maximal effect; % is scaled to controls: 0 for no effect and ±100 for the full control effect; nearly all actives have a fitted effect of over 65% in size
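Smad-responsive CAGA-GFP expression was quantified in HEPG2 cells exposed to compounds and 500 pg/mL final TGF-beta for 18 h at 37 degrees C; unstimulated wells defined full inhibition.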
Nrf2 inh = Nrf2 qHTS screen for inhibitors; A549 ARE-Fluc reporter, luciferase luminescence, 18-24 h; Potency, µM (titrated, usually from 46 µM), without a hit: top-dose activity change, negative = inhibition, actives largely listed as inhibitors; actives 2.1% (n = 360,000); AID 504444, 2011; also: potency is read from the fitted curve at half-maximal effect; % is scaled to controls: 0 for no effect and ±100 for the full control effect; nearly all actives have a fitted effect of over 60% in size
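Concentration-response testing used A549 ARE_Fluc cells at 5000 cells/well. Following an 18-24 h compound incubation, viability was read by fluorescence (Ex 405/Em 525) and luciferase output by luminescence.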
Nrf2 ARE act = qHTS of Nrf2 Activators; AREc32 ARE-luciferase reporter (MCF7-derived line), luminescence, 24 h; Potency, µM (series often up to 46.1 µM), inactives show top-dose activation, usual class: activators; actives 0.31% (n = 410,000); AID 624171, 2012; also: potency is read from the fitted curve at half-maximal effect; % of control where 0% means no effect; nearly all actives have a fitted effect of over 65% in size
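Luciferase luminescence (Steady-Glo, 30 min at room temperature) served as the read-out of ARE activation in AREc32 cells treated with compounds for 24 hr at 37 deg C.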
Mm-Cpn inhibitor = Inhibitors of TCP-1 ring complex (TRiC) of Methanococcus maripaludis (MmCpn): qHTS; Chaperonin Mm-Cpn (Methanococcus maripaludis); Potency, µM (top dose mostly 76.9 µM), without a hit: at the top dose activity, negative = inhibition, actives largely listed as inhibitors; actives 0.031% (n = 330,000); purified Mm-Cpn ATPase, ADP Transcreener TR-FRET; also: potency is read from the fitted curve at half-maximal effect; % is scaled to controls: 0 for no effect and ±100 for the full control effect; nearly all actives have a fitted effect of over 80% in size
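Inhibition of chaperonin ATP hydrolysis is measured as reduced ADP production, detected by competitive TR-FRET in which signal falls with ADP. Final enzyme 25 nM and ATP 10 uM, reacted 30 min at 37°C.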
A549 viability = Nrf2 qHTS screen for inhibitors: counterscreen for cytotoxicity; AID 504648, 2011; actives 0.16% (n = 390,000); A549 ARE-Fluc cells, CellTiter-Fluor viability, 18-24 h; Potency, µM (series often up to 46 µM), inactives show at the highest dose activity change, negative = cytotoxicity, most hits filed as inhibitors; also: potency is read from the fitted curve at half-maximal effect; % is scaled to controls: 0 for no effect and ±100 for the full control effect
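Cytotoxicity counterscreen: CellTiter-Fluor fluorescence was measured in A549 ARE_Fluc cells after 18-24 h of compound exposure in a concentration series. The subsequent BugLite luminescent read reports ARE-luciferase activity.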
* marks the source's active call; other numbers are inactive results; i = inactive; ? = inconclusive; . = not tested or not shown; [ ] = remark or other dose. Unless noted, calls follow the shape of the dose curve; as a rule, active = well fitted curve in the direction sought with a large enough effect; inconclusive = small, poorly fitted or top-dose-only effect, or another doubt; inactive = no such curve, though single readings can be large; an effect the other way counts as inactive or inconclusive. Random draw from the library; any-hit rate near 4.3%.

structure	HepG2 viability	CCT chaperon mod	Abeta rescue	pAkt inh	TGFb SMAD3 inh	Nrf2 inh	Nrf2 ARE act	Mm-Cpn inhibitor	A549 viability
CCOC(=O)C1=C(O)/C(=C/c2ccccn2)SC1=Nc1ccc(Cl)cc1	-21%	0.2	4%	i	-24%	?	0.0%	-7%	-5%
CC(C)C[C@@H](CN1CCC[C@@H]1CN1C(=S)NC[C@@H]1Cc1ccc(O)cc1)N1C[C@H](Cc2ccc(O)cc2)N(CCc2ccccc2)C1=S	-65%	2.1	-7%	i	13µM*	.	-2.4%	.	.
Cn1ncc([N+](=O)[O-])c1C(=O)Nc1ccc(C2CCCCC2)cc1	-1%	-0.7	11%	i	3%	22%	-0.5%[9.22 µM]	5%	8%
COc1ccccc1CNC(=O)CNC(=O)Cn1cnc2ccccc2c1=O	22%	-0.8	9%	i	13%	.	-0.3%	2%	2%
COC(=O)c1ccc(OCC2c3cc(OC)c(OC)cc3CCN2C(=O)COc2ccc(Cl)cc2)cc1 (stereo not drawn)	0%	.	10%	.	33%	.	-1.0%	.	-1%
C=CCNC(=O)c1onc(CCl)c1C(=O)OC	-42%	-4.1	-13%	i	-21%	4%	4.0%	2%	0%
O=C(Oc1ccccc1Cl)C1CCN(C(=O)c2ccc(F)cc2)CC1	2%	-0.9	17%	i	0%	4%	0.0%	1%	-7%
C=Cc1ccc(Cn2c(C)c(C(=O)NCCC#N)sc2=O)cc1	0%	-1.9	-8%	i	5%	.	2.6%	.	.
Cc1cccc(N2CC(=O)N(c3cccc(C)c3)CC2=O)c1	-13%	-15	-3%	i	-7%	-7%	-0.8%	1%	-18%
COc1ccc(CN(C)CC(=O)Nc2sc3c(c2C#N)CCC3)c(OC)c1	-5%	-19	-4%	i	1%	?	0.0%	0%	-5%
CCOc1ccc(S(=O)(=O)N2CCC(C(N)=O)CC2)c2ccccc12	-33%	-2.8	3%	i	17%	21%	-0.5%	1%	3%
CCc1nnc(NC(=O)CSc2nnc(COc3ccccc3C)o2)s1	4%	-0.6	10%	i	-1%	2%	-0.9%	-1%	0%
c1ccc2c(-c3nnc(SCc4cn5ccccc5n4)o3)c[nH]c2c1	-7%	-0.9	1%	i	?	-15%	2.9%	1%	-3%
COCCCN1C(=O)c2ccccc2CC1(C)C(=O)NC1CCCCC1 (stereo not drawn)	10%	.	-21%	.	.	4%	-0.9%	.	1%
C[C@H](CO)N1C[C@H](C)[C@@H](CN(C)CC2CCCCC2)Oc2ccc(NS(C)(=O)=O)cc2C1=O	18%	1.4	-6%	i	9%	6%	0.3%	-1%	20%
CN(CC(=O)Nc1ccc(F)cc1)C(=O)c1ccccc1OCc1ccc(F)cc1	-35%	-1.3	5%	i	-22%	16%	-0.4%	-1%	-3%
CC1(C)NC(=O)N(CC(=O)OCC(=O)N2CCN(S(=O)(=O)c3ccccc3)CC2)C1=O	-2%	1.0	0%	i	-25%	4%	-0.2%	-1%	-10%
O=C(N/N=C/c1ccccc1[N+](=O)[O-])c1cnccn1	-33%	-0.9	-12%	i	6%	?	?	-4%	3%
Cc1cccc(Nc2nc(N)c([N+](=O)[O-])c(N3CC(C)CC(C)C3)n2)c1 (stereo not drawn)	11µM*	0.1	-35%[inhibitor]	i	?	16µM*	-1.8%	1%	21µM*
CC(C)CN(C(=O)COC(=O)c1ccc2c(c1)NC(=O)CS2)C1CCS(=O)(=O)C1 (stereo not drawn)	6%	-1.8	9%	i	-3%	?	0.4%	-1%	-1%
Cc1cc(C)n(CCOC(=O)c2sc3ccccc3c2Cl)n1	14%	-1.1	6%	i	0%	20%	4.5%	-3%	6%
Cc1ccc(C)c(NC(=O)C(NS(=O)(=O)c2ccc3c(c2)CCC(=O)N3)c2ccccc2)c1 (stereo not drawn)	-23%	.	-13%	.	0%	?	7.6%	.	17%
CCOc1ccccc1CNC(=O)c1cnc2sc(N3CCC(C)CC3)nn2c1=O	-11%	.	-3%	.	-12%	30%	-0.5%	.	2%
CC(=O)Nc1ccc2oc(-c3cc(F)c(F)cc3Cl)nc2c1	-21%	-0.1	6%	i	-14%	-29%	0.3%	-20%	-9%
O=C(CNC(=O)OCc1ccccc1)Oc1ccc2ccc(=O)oc2c1	0%	-0.9	-17%	i	-20%	2%	0.2%	-12%	10%
Cc1cc(C)n2nc(SCCC(=O)NCc3ccccc3)nc2n1	7%	-0.2	-8%	i	8%	-27%	-0.7%	2%	4%
COC(=O)c1ccccc1NC(=O)c1ccc(-c2ccc(Br)cc2)o1	1%	-0.6	-4%	i	4%	.	2.8%	-1%	1%
CC(C)NS(=O)(=O)c1ccc(CCC(=O)Nc2ccc3c(c2)OCO3)cc1	-38%	-1.1	3%	i	-1%	6%	-0.4%	0%	-6%
CCOC(=O)C1=C(O)/C(=C\c2cccs2)N=C1C	3%	-0.7	-7%	i	3%	1%	2.4%	-5%	-4%
O=C(NC(CO)C(=O)OCc1ccccc1)OCc1ccccc1 (stereo not drawn)	4%	2.3	4%	i	-1%	2%	-0.5%	0%	6%
Cc1cc(C)cc(C(=O)Nc2c3c(nn2-c2ccccc2C)CS(=O)(=O)C3)c1	-45%	.	-11%	.	16%	.	0.4%	.	9%
CCOc1ccccc1N1CCN(Cc2ccc(OC)c(OC)c2)CC1	-20%	0.8	0%	i	-3%	27%	-0.3%	1%	?

Brought forward from above: three entries, followed by the next part.
structure	HepG2 viability	CCT chaperon mod	Abeta rescue	pAkt inh	TGFb SMAD3 inh	Nrf2 inh	Nrf2 ARE act	Mm-Cpn inhibitor	A549 viability
O=C(NC(CO)C(=O)OCc1ccccc1)OCc1ccccc1 (stereo not drawn)	4%	2.3	4%	i	-1%	2%	-0.5%	0%	6%
Cc1cc(C)cc(C(=O)Nc2c3c(nn2-c2ccccc2C)CS(=O)(=O)C3)c1	-45%	.	-11%	.	16%	.	0.4%	.	9%
CCOc1ccccc1N1CCN(Cc2ccc(OC)c(OC)c2)CC1	-20%	0.8	0%	i	-3%	27%	-0.3%	1%	?
CCc1nnc(NC(=O)Cn2nnc(-c3ccccc3F)n2)s1	0%	-1.2	-5%	.	-1%	-16%	-0.9%	0%	-3%
CCN(Cc1ccccc1)S(=O)(=O)c1cc(C(=O)NCC2CCCCC2)ccc1OC	-9%	-2.2	27%	i	?	12µM*	0.0%	-7%	-22%
O=S(=O)(c1cccs1)N1CCC(Cc2ccccc2)CC1	-25%	-0.4	-21%	i	-3%	2%	-0.1%	-3%	1%
O=C(CN1C(=O)NC2(CCCC2)C1=O)N1CCN(c2cccc(C(F)(F)F)c2)CC1	-9%	0.9	-5%	i	-16%	?	-0.6%	-1%	-13%
CCOc1ccc(C(=O)OCC(=O)Nc2cc(S(=O)(=O)N3CCOCC3)ccc2N2CCOCC2)cc1	12%	0.6	-3%	i	18%	?	-1.3%	.	1%
Cc1ccccc1NC(=O)c1ccc2snnc2c1	-1%	-0.3	21%	i	3%	-19%	0.1%	0%	-11%
Cc1cc(C)c(S(=O)(=O)N2CCc3ccccc32)c(C)c1	-37%	-0.3	0%	i	?	?	0.4%	-2%	7%
Cn1c(CN2CCN(c3ccccc3NS(C)(=O)=O)CC2)nc2ccccc21	0%	-0.8	-25%	i	-13%	?	2.4%	-2%	4%
CCOc1ccccc1N1C(=O)CC(Sc2nccc(C)n2)C1=O (stereo not drawn)	8%	-0.6	21%	i	5%	6%	3.2%	-1%	2%
O=C(CSc1nnc(NC(=O)c2ccco2)s1)Nc1ccccc1Cl	7%	0.6	0%	i	4%	-4%	-0.1%	-11%	0%
COc1ccc(-c2nc(SCC(=O)NCCc3ccccc3)n[nH]2)cc1	2%	.	-4%	.	-9%	.	2.6%	.	10%
CCCC(=O)Nc1ccc(C(=O)n2nnc3ccccc32)cc1	10%	0.6	15%	i	-6%	9%	-0.3%	2%	-4%
CCOc1ccc(C2=Nn3c(nnc3-c3cccnc3)SC2)cc1	-6%	-1.2	0%	i	-24%	-4%	-0.2%	1%	7%
CN(C(=O)CN1C(=O)S/C(=C\c2ccccc2)C1=O)C1CCS(=O)(=O)C1 (stereo not drawn)	4%	2.0	9%	i	10%	-31%	0.0%	-1%	-5%
O=C(Nc1c(Cl)ccc2nsnc12)c1ccc(Br)o1	-19%	0.1	-13%	i	-2%	.	4.3%	.	.
CC(C)CC(NC(=O)C1CCC(=O)N1C(=O)OCc1ccccc1)C(=O)NC(Cc1ccccc1)C(N)=O (stereo not drawn)	1%	-1.5	7%	i	-16%	14%	-0.8%	3%	1%
CC1(C)Cc2nc3sc4c(=O)n(Cc5ccccc5)cnc4c3cc2CS1	-11%	-0.3	4%	i	5%	-16%	-0.1%	-15%	1%
CCN(CC)c1ccc(NC(=O)CCCOc2cccc(C)c2)cc1	3%	-1.1	-1%	i	20%	2%	4.2%	-7%	-15%

Screening data: PubChem BioAssay, National Center for Advancing Translational Sciences (NCATS)
